Compound activity as filed in PubChem BioAssay.
Giardia FBPA inh: inhibitors of Giardia lamblia fructose-1,6-bisphosphate aldolase | Potency, µM (series often up to 59.6 µM), without a hit: top-dose activity, negative = inhibition, most hits filed as inhibitors | purified Giardia FBPA | hit rate 0.71% among 290,000 | A8B2U2; further: potency means the concentration at half of the fitted maximal effect; nearly all actives have a fitted effect of over 55% in size
Target sequence (A8B2U2 whole entry, looked up): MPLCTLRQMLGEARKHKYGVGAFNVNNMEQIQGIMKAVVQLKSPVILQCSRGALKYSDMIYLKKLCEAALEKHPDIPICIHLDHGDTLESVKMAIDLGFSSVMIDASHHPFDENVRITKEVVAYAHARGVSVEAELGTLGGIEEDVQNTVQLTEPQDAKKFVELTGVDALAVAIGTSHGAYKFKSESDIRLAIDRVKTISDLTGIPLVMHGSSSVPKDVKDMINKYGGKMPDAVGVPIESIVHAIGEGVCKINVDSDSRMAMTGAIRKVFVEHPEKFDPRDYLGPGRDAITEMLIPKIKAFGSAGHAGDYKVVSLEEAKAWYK
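Giardia FBPA (40 nM reagent) was preincubated 10 min at RT with compound (up to 57.5 uM final), then substrate plus GAPDH/TPI/NAD/arsenate coupling system with diaphorase/resazurin was added; resorufin fluorescence (525/598 nm) was read after 20 min.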
AmpC detergent: inhibitors of E. coli AmpC beta-lactamase with detergent; hit rate 0.041% among 370,000; P00811; AmpC hydrolysis of nitrocefin, absorbance 480 nm, 0.01% Triton; Potency, µM (highest dose often 114 µM), without a hit: at the top dose activity change, negative = inhibition, usual class: inhibitors; AID 485294;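 further: potency means the concentration at half of the fitted maximal effect; 0% = no-compound wells and -100% = no-enzyme wells; nearly all actives have a fitted effect of over 25% in size; some results filed as inactive show a strong effect at the top dose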
Target sequence (P00811 whole entry, looked up): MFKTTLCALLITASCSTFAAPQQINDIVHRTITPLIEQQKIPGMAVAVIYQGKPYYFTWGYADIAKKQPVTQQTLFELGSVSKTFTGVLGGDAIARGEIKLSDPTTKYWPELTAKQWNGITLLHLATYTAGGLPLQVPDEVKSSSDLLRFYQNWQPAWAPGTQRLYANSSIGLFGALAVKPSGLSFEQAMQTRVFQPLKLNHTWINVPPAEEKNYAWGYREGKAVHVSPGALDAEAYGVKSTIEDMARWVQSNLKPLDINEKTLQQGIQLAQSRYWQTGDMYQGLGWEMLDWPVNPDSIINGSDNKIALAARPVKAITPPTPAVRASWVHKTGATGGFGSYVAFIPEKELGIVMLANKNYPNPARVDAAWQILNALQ
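AmpC (5.3 nM in the dispensed reagent) in 20 mM phosphate pH 7.0 with 0.01% (detergent screen) or 0.0001% Triton X-100 was preincubated with compounds for 15 min at room temperature. Nitrocefin was then added from an 800 uM solution, and hydrolysis was followed at 480 nm.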
Sm TGR inh: inhibitors of Schistosoma mansoni thioredoxin glutathione reductase | AID 485364 | Q962Y6 | Potency, µM (doses to about 114 µM), for inactives: at the top dose activity change, negative = inhibition, most hits filed as inhibitors | purified TGR, DTNB reduction, TNB absorbance 405 nm | hit rate 3% among 360,000; further: potency means the concentration at half of the fitted maximal effect; nearly all actives have a fitted effect of over 60% in size
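TGR 20 nM + NADPH 100 uM (dispensed conc.), cpd preinc 15 min RT; start with NADPH (500 uM addition) then DTNB (15 mM addition). Kinetic TNB absorbance, 405 nm filter. Four-parameter Hill fit across titration.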
HCV inhibitor: blocks hepatitis C virus; AID 651820; hit rate 3.4% among 340,000; Huh7.5.1 HCVcc-Cre infection, luciferase reporter, 44 h; Potency, µM (doses to about 41.8 µM), inactives show at the top dose activity change, negative = inhibition, hits mostly inhibitors; further: potency means the concentration at half of the fitted maximal effect
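After 44 h co-culture of compound, cells and HCVcc-Cre (~0.5 moi), substrate is added for 15 min at room temperature and luciferase measured over 15 sec. Cells were seeded at 1,000/well and pre-cultured 4 h.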
AMA1-RON2 inh: disrupts binding of P. falciparum AMA1 to RON2; hit rate 0.2% among 360,000; Potency, µM (titrated, usually from 58.2 µM), for inactives: at the highest dose activity change, negative = inhibition, usual class: inhibitors; AlphaScreen AMA1-biotinylated RON2 peptide binding;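 further: potency means the concentration at half of the fitted maximal effect; 0% = vehicle wells and -100% = peptide control; nearly all actives have a fitted effect of over 45% in size; some results filed as inactive show a strong effect at the top dose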
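AMA1 (3D7) with his tag at 25 nM final met compounds first, then biotinylated RON2 peptide at 25 nM; detection used donor plus acceptor beads, 10 µg/mL apiece, read by AlphaScreen after 30 min at room temperature.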
HCMV inh: inhibitors of human cytomegalovirus. HFF cells, HCMV-luciferase reporter, 72 h; hits give low values. activity change, negative = inhibition, % at 57.5 µM. hit rate 4.5% among 410,000. AID 1259415; in the data active means activity change below about -60%; inconclusive means no clear call, values can overlap the other calls; inactive means above about -39%
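After 16 h attachment at 37C, HFF cells received test compound and HCMV-luciferase (1 PFU/cell); reporter luminescence read 72 h later, data normalized against buffer-only and known inhibitor Salinomycin.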
The depositor's hits bear a star; ? = inconclusive; · = no result given; & = joins results of further samples; [ ] = dose if it differs, or a comment. Unless noted, the call rests on the fitted dose curve; in most records, active means well fitted curve in the direction sought with a large enough effect; inconclusive means small, poorly fitted or top-dose-only effect, or another doubt; inactive means no such curve, though single readings can be large; an effect the other way counts as inactive or inconclusive. Unless noted, on the % scale 0 is the no-effect control and ±100 the full control effect.

item	molecule	Giardia FBPA inh	AMA1-RON2 inh	Sm TGR inh	HCV inhibitor	AmpC detergent	HCMV inh
1	O=C(Nc1ccccc1C(=O)O)c1cccc(NS(=O)(=O)c2ccc(Br)cc2)c1	14%	-8%	-7%	0%	-13%	-11
2	O=C(Nc1cccc(Cl)c1)Nc1ccc(Br)cc1F	-1%	16%	-8%	?	?	-69*
3	O=C(CN1C(=O)/C(=C/c2ccco2)SC1=S)Nc1ccc(O)c(C(=O)O)c1	·	1%	14µM*	17%	-5%	-6
4	Cc1cc2ccccc2n1CCNC(=O)Cc1ccccc1	-2%	-30%	-1%	-23%	?	-10
5	O=C1NC[C@@H](Cc2cccc3ccccc23)N(CC2(c3ccccc3)CC2)C1=O	-10%	-4%	-4%	?	-3%	18
6	Cn1cnc([N+](=O)[O-])c1Sc1ncccc1N	18µM*	96%[activator]	?	-1%	3%	24
7	CC(=O)CCCC(NS(=O)(=O)CCC(Cl)(Cl)Cl)c1ccccc1 (stereo unspecified)	-3%	-2%	-19%	-4%	-7%	27
8	COC(=O)C(C(=O)Nc1ccc(OC)cc1)C1CCCCCC1 (stereo unspecified)	1%	-4%	0%	-15%	-12%	0
9	O=C(COC(=O)CCN1C(=O)c2ccccc2C1=O)Nc1ccccc1[N+](=O)[O-]	·	-13%	-12%	4%	-2%	?
10	O=C(CSc1nnc(-c2ccncc2)n1C1CCCCC1)Nc1ccccc1	5%	7%	0%	-4%	-12%	15
11	CCOc1ccc(CCNC(=O)c2cn(CC)c3ccc(S(=O)(=O)N4CCc5ccccc5C4)cc3c2=O)cc1OCC	·	·	2%	·	2%	-5
12	CC1=CC(C)C2C(=O)N(CCCN(C)C)C(=O)C2C1 (stereo unspecified)	2%	5%	28%	?	-9%	-22
13	CCN(CC(=O)Nc1c(F)cccc1F)C(=O)CN1C(=O)c2ccccc2C1=O	·	-6%	8%	-8%	-14%	-34
14	Nc1nc(CSc2nnnn2-c2ccc(Cl)cc2)nc(N2CCOCC2)n1	·	-3%	-15%	-1%	-8%	-5
15	CC(=O)c1c(C)n(Cc2ccccc2Cl)c2ccc(O)cc12	0%	-5%	13%	-24%	4%	-62*
16	O=C(Nc1cccnc1)Nc1cc(Cl)cc(Cl)c1	-1%	-8%	0%	?	2%	-61*
17	O=C(OCC1OC(n2ncc(=O)[nH]c2=O)C(OC(=O)c2ccccc2)C1OC(=O)c1ccccc1)c1ccccc1 (stereo unspecified)	?	?	9%	-3%	-5%	3
18	O=C(Nc1ccc(O)cc1)c1ccc2c(c1)C(=O)N(N1C(=O)c3ccccc3C1=O)C2=O	·	-4%	-32%	19%	3%	-30
19	CC(C)c1cc(C(=O)NCc2cccnc2)no1	6%	-1%	1%	-13%	0%	30
20	Cc1cccc(C(O)(C(=O)O)c2ccccc2)c1 (stereo unspecified)	·	-3%	·	-5%	·	-1
21	O=S(=O)(NCc1ccc2c(c1)OCO2)c1cccc(S(=O)(=O)N2CCOCC2)c1	-12%	2%	-30%	1%	?	27
22	O=C(NCCc1ccccc1)c1ccc2c(=O)[nH]c3c(C(=O)NCC4CCCO4)sc(=S)n3c2c1 (stereo unspecified)	·	-7%	0%	-1%	-9%	?
23	Cc1cc(C(=O)N/N=C/c2cc(Br)c(Br)o2)n[nH]1	-19%	37%[activator]	10µM*	-3%	-3%	-37
24	Cc1nc2oc3c(NCc4ccccn4)ncnc3c2c2c1COC(C)(C)C2	-17%	65%[activator]	-2%	5%	-6%	-15
25	CC1(C)CC(=O)C([N+](=O)[O-])=C(NCCCO)C1	5%	0%	-2%	33%[activator]	-2%	-38

(next part)
item	molecule	Giardia FBPA inh	AMA1-RON2 inh	Sm TGR inh	HCV inhibitor	AmpC detergent	HCMV inh
26	NC(=O)c1c(NC(=O)c2ccncc2)sc2c1CCCC2	0%	13%	-1%	13µM*	5%	10
27	COc1ccc2[nH]cc(CCN=C(NC(=O)c3ccccc3F)Nc3nc(C)cc(C)n3)c2c1	·	·	7%	·	2%	-66*
28	CCCCc1nc2cc(C(=O)N3CCN(c4nc(C)cnc4C)CC3)ccc2o1	·	1%	-22%	?	-12%	0
29	Cc1ccc(/C=N/NC(=O)C2CCN(Cc3ccc(F)cc3Cl)CC2)o1	5%	-23%	-23%	-25%	6%	-30
30	COc1cccc(-c2nnc3sc(-c4ccccn4)nn23)c1	6%	6%	0%	-16%	-14%	-20
31	CCOCCCNC(=O)c1cc2c(=O)n(CC)c3ccccc3c2s1	-4%	10%	-6%	?	2%	-14
32	COc1cc(C2NC(=O)NC(C)=C2C(=O)OCc2ccc(C)cc2)cc(OC)c1OC (stereo unspecified)	-2%	2%	68%[activator]	-20%	9%	22
33	CC12CCC(C(=O)Nc3ccc4c(c3)OCCO4)(OC1=O)C2(C)C (stereo unspecified)	-1%	-2%	-7%	17%	3%	-1
34	Cc1cc(C(=O)NC2CCCCC2)c(C)n1-c1ccc(F)cc1	-14%	-4%	4%	10%	-1%	66
35	COc1cc(Cl)c(S(=O)(=O)NCCN2CCOCC2)cc1Cl	-1%	-1%	3%	15%	3%	-19
36	O=C(CCN1C(=O)S/C(=C\c2ccccc2)C1=O)N1CCOCC1	·	-5%	·	-2%	·	30
37	Cc1c(C)n(C)c2ccc(C(=O)NCc3cccc(F)c3)cc12	·	·	-19%	·	?	0
38	CCC(=O)Nc1ccc2nc(SCCOc3cccc(C)c3)sc2c1	·	·	7%	·	14%	-64*
39	COC(=O)c1ccccc1NC(=O)C1=CC(c2ccc(C)cc2)=NS(=O)(=O)N1C	·	·	-1%	·	19%	-2
40	CCc1ccc(-n2nc(CO)c(C(=O)NCCCc3ccccc3)n2)cc1	·	·	0%	·	2%	47
41	CCOC(=O)c1cnc(-n2nc(C)cc2C)nc1Oc1ccc(C#N)cc1	1%	22%	-7%	10%	0%	36
42	COc1ccc(S(=O)(=O)N2CCCC2)cc1OC	6%	-15%	4%	20%	1%	34
43	CCc1ccccc1N1C(=O)c2ccccc2S1(=O)=O	-5%	-4%	-6%	6%	-9%	?
44	NC(=O)C1CCN(C(=O)c2ccc(NC(=O)c3nsc4ccccc34)cc2)CC1	·	·	-3%	·	-6%	39
45	Cc1cccc(N2C(=O)C3CCCN3C2=S)c1C (stereo unspecified)	·	-21%	1%	-9%	-7%	-10
46	O=C1Nc2ccccc2C12Nc1ccccc1-c1nc3ccccc3n12 (stereo unspecified)	-20%	-3%	-10%	?	?	0
47	CN(C)CCC(c1ccc(Br)cc1)c1ccccn1 (stereo unspecified)	-1%&-2%&0%	0%&8%&-5%	-21%&-3%	?	?	?
48	Cc1cc(C)nc(-n2ncc3c2CC(C)CC3=O)n1 (stereo unspecified)	6%	-4%	-2%	8%	-5%	?
49	O=C(Nc1ccc(Cl)cc1C(F)(F)F)c1cc(S(=O)(=O)N2CCOCC2)ccc1F	·	·	11%	·	2%	-6
50	C=CCNC(=O)CCCc1ccccc1	2%	-1%	2%	16%	-14%	33

Six entries from above, sorted by molecular weight, ascending.
item	molecule	Giardia FBPA inh	AMA1-RON2 inh	Sm TGR inh	HCV inhibitor	AmpC detergent	HCMV inh
25	CC1(C)CC(=O)C([N+](=O)[O-])=C(NCCCO)C1	5%	0%	-2%	33%[activator]	-2%	-38
26	NC(=O)c1c(NC(=O)c2ccncc2)sc2c1CCCC2	0%	13%	-1%	13µM*	5%	10
31	CCOCCCNC(=O)c1cc2c(=O)n(CC)c3ccccc3c2s1	-4%	10%	-6%	?	2%	-14
9	O=C(COC(=O)CCN1C(=O)c2ccccc2C1=O)Nc1ccccc1[N+](=O)[O-]	·	-13%	-12%	4%	-2%	?
7	CC(=O)CCCC(NS(=O)(=O)CCC(Cl)(Cl)Cl)c1ccccc1 (stereo unspecified)	-3%	-2%	-19%	-4%	-7%	27
21	O=S(=O)(NCc1ccc2c(c1)OCO2)c1cccc(S(=O)(=O)N2CCOCC2)c1	-12%	2%	-30%	1%	?	27

(more compounds)
item	molecule	Giardia FBPA inh	AMA1-RON2 inh	Sm TGR inh	HCV inhibitor	AmpC detergent	HCMV inh
51	COCCNC(=O)CCc1c(C)nc2nc(-c3cc(OC)cc(OC)c3)nn2c1C	-6%	-12%	1%	0%	-7%	-2
52	Cc1ccc2c(c1)c(=O)c(C(=O)c1ccncc1)cn2CC(=O)Nc1c(C)cccc1C	·	·	-7%	·	25%	42
53	Cc1ccc(OCCNc2cc(N3CCN(CCO)CC3)ccc2[N+](=O)[O-])cc1C	5%	-28%	-9%	10µM*	-14%	-15
54	CCn1nccc1C(=O)Nc1nccs1	-3%	9%	-1%	13%	-2%	33
55	CCCc1cnc(N2CCN(C(=O)c3ccc(F)cc3)CC2)nc1	2%	-3%	12%	?	-8%	-18
56	CCOC(=O)C1=NOC(CNC(=O)c2ccccc2Cl)C1 (stereo unspecified)	0%	-2%	0%	13%	3%	-9
57	Cc1c(C(=O)N2CCN(C3CCS(=O)(=O)C3)CC2)oc2c(F)cccc12 (stereo unspecified)	·	5%	-27%	8%	?	28
58	CCC(C)N(C(=O)CSc1ccc(NC(C)=O)cc1)C1CCS(=O)(=O)C1 (stereo unspecified)	3%	6%	6%	-1%	2%	0

Entries of single compounds, quoted from the list.
COCCNC(=O)CCc1c(C)nc2nc(-c3cc(OC)cc(OC)c3)nn2c1C reads Giardia FBPA inh = -6%; AMA1-RON2 inh = -12%; Sm TGR inh = 1%; HCV inhibitor = 0%; AmpC detergent = -7%; HCMV inh = -2
Cc1ccc(OCCNc2cc(N3CCN(CCO)CC3)ccc2[N+](=O)[O-])cc1C reads Giardia FBPA inh = 5%; AMA1-RON2 inh = -28%; Sm TGR inh = -9%; HCV inhibitor = 10µM*; AmpC detergent = -14%; HCMV inh = -15
CCCc1cnc(N2CCN(C(=O)c3ccc(F)cc3)CC2)nc1 reads Giardia FBPA inh = 2%; AMA1-RON2 inh = -3%; Sm TGR inh = 12%; HCV inhibitor = ?; AmpC detergent = -8%; HCMV inh = -18
